Large T inhibition – SV40 large T antigen inhibitors, biochemical (AID 1903); SV40 large T antigen ATPase/helicase inhibition assay; higher % means a stronger effect; 0.39% of 310,000 active; inhibition, % at 20 µM; hits with a dose series show IC50 in µM; in the data active = a potency from the dose series; inconclusive = inhibition mostly from about 32% at the one dose, without a potency; inactive = the rest, 99 in 100 with inhibition below about 32%; note: strong numbers were not always called active
K1F lysis inhibition – inhibition of K1F phage lysis, E. coli UTI89, bacterial capsule biogenesis inhibitors, alamar blue (AID 488966); E. coli UTI89 K1F phage lysis, alamar blue, 2 h; higher % means a stronger effect; one-dose inhibition, % at 100 µM; IC50 in µM for titrated hits; 0.02% of 340,000 active;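 active = phage lysis inhibition, versus mean bacterial control, above a set limit; inconclusive = no clear call, values can overlap the other calls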;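 note: capsule biogenesis inhibitors block K1F phage lysis so surviving cells raise fluorescence; higher fluorescence means more inhibition of phage lysis; actives were called in the ten point dose series up to 300 µM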
West Nile virus CPE – West Nile virus antiviral activity, cell-based, CPE readout (AID 1621); one-dose CPE inhibition, % at 10 µM; IC50 in µM for titrated hits; West Nile virus-infected cells, CPE inhibition; higher % means a stronger effect; 0.02% of 290,000 active; in the data active = a potency from the dose series; inconclusive = CPE inhibition mostly from about 3.7% at the one dose, without a potency; inactive = the rest, 99 in 100 with CPE inhibition below about 2.2%; note: strong numbers were not always called active
CSM14.1 death rescue – rescue of cells from ER stress-induced death, primary screen, 384-well, CSM14.1, thapsigargin, ATP luminescence (AID 1222) | cellular ATP content (survival), % at 20 µM; hits with a dose series show EC50 in µM | 190,000 tested, under 10 active | CSM14.1 thapsigargin-induced death rescue, ATP luminescence; higher % means a stronger effect;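 active = EC50 below 50 µM in the dose-response confirmation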;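 note: death triggered by thapsigargin at about 15 µM added after 2 h compound pretreatment; cell ATP read after overnight thapsigargin exposure of roughly 18 to 22 hours; normalized against plate controls of thapsigargin alone and 5% DMSO vehicle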
WT yeast gro inh – growth inhibition of WT strain, primary screen, mitochondrial fusion inhibitor project, WT and mutant strains, chemical genetic | mitochondrial fusion phenotypic screen | inhibition, % at 10 µM | 2.1% of 190,000 active; in the data active = inhibition above about 58%; tested in S. cerevisiae
NS5 inhibitors – Dengue-2 NS5 methyltransferase inhibitors, primary screen, biochemical, confirmation dose response (AID 588689). Dengue-2 NS5 methyltransferase capping enzyme assay, biochemical; higher % means a stronger effect. inhibition, % at 25 µM; hits with a dose series show IC50 in µM. 0.3% of 340,000 active; in the data active = a potency from the dose series; inconclusive = inhibition above about 29% without an active follow-up result
Yfh1-off respiration – enhancers of respiration in Yfh1-depleted yeast, dose response, Friedreich's ataxia, plus single-dose screen (AID 1465) | S. cerevisiae Yfh1-off respiration, WST-1 reduction, 72 h; higher fold induction means a stronger effect | fold induction at 50 µM, or EC50 in µM where a hit was titrated | 0.074% of 220,000 active;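 active = fold induction of absorbance versus untreated yeast above a set limit, then at least 30% activation at any dose in follow-up; inconclusive = repeats straddling the limit, or above it without dose testing; inactive = fold induction below the set limit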;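 note: activators that raise dye reduction in frataxin-depleted yeast; strong numbers were not always called active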
RSV CPE inhibition – RSV antiviral activity via CPE protection, HEp-2 cells, primary 10 µM value included (AID 2391); 0.13% of 310,000 active; CPE inhibition, % at 10 µM; hits with a dose series show IC50 in µM; HEp-2 cells, RSV-induced CPE inhibition; higher % means a stronger effect; in the data active = a potency from the dose series; inconclusive = CPE inhibition mostly from about 23% at the one dose, without a potency; inactive = the rest, 99 in 100 with CPE inhibition below about 21%; note: strong numbers were not always called active
XIAP displacement – XIAP antagonists, biochemical, IAP family, fluorescence polarization (AID 1018) | XIAP BIR domain, fluorescence polarization peptide displacement; higher % means a stronger effect | E3 ubiquitin-protein ligase XIAP (Homo sapiens) | displacement, % at 20 µM; hits with a dose series show IC50 in µM | 0.007% of 200,000 active; in the data active = displacement above about 50%; note: a part of the inactive calls stands beside numbers as strong as those of hits
WT yeast gro inh mutant strain – recorded beside WT yeast gro inh, whose call it bears; inhibition, %; mitochondrial fusion phenotypic screen, mutant strain inhibition
* hit, by the source's call; i = inactive; u = inconclusive; x = no result given; [ ] = remark or other dose.

#	SMILES	Large T inhibition	K1F lysis inhibition	West Nile virus CPE	CSM14.1 death rescue	WT yeast gro inh	WT yeast gro inh mutant strain	NS5 inhibitors	Yfh1-off respiration	RSV CPE inhibition	XIAP displacement
1	Cc1ccc(N2CC(=O)N(NC(=O)c3sc4nc(C)cc(C)c4c3N)CC2=O)cc1	13%	4.4%	-0.2%	x	x	x	-5%	i	0.1%	x
2	O=C(CSc1ccc(Cl)cc1)Nc1ccc(N2CCN(C(=O)c3ccco3)CC2)cc1	9%	2.1%	0.2%	-1.0%	18	14	-4%	i	7.4%	-0.1%
3	COc1ccc([C@@H]2[C@@H]3C(=O)N(C(C)(C)C)C(=O)[C@@H]3[C@]3(Cc4ccc(Cl)cc4)C(=O)N(c4ccc(OC)cc4)C(=O)N23)cc1	-2%	2.3%	x	x	x	x	2%	x	1.0%	x
4	O=C(O)c1cccc(-n2cccc2/C=C2\NC(=O)N(Cc3ccc(F)cc3)C2=O)c1	20%	-0.4%	0.4%	1.9%	12	11	1%	i	2.8%	-3.3%
5	COc1cc2c(cc1OC)-c1cc(NC3CCCC3)nc(=O)n1CC2	3%	4.6%	0.0%	-1.3%	5	9	2%	i	4.9%	x
6	O=C(O)CSc1c(-c2ccccc2)[nH]c2ccccc12	12%	0.5%	0.7%	0.0%	-16	0	-4%	i	0.4%	2.6%
7	COc1ccc(Cc2nnc(SC)[nH]c2=O)cc1OC	4%	u	0.5%	-0.4%	4	-6	-7%	i	1.4%	-5.7%
8	CC(C)NC(=O)C1CCN(C2CCN(C(=O)c3ccc4cccc(F)c4n3)CC2)CC1	6%	-0.5%[50 µM]	-0.1%	x	x	x	-9%	i	2.7%	x
9	CN(C)CCN(C(=O)CCS(=O)(=O)c1ccccc1)c1nc2cc3c(cc2s1)OCO3	0%	0.0%	-0.1%	x	x	x	-6%	x	0.4%	x
10	CCCCNC(=O)CSc1nc2ccc(C)cc2[nH]1	11%	0.1%	-0.9%	-0.4%	0	30	-2%	i	3.8%	-2.3%
11	O=C(Nc1nc(-c2cccnc2)cs1)c1ccc([N+](=O)[O-])cc1	8%	-0.1%	-0.2%	x	x	x	9%	i	8.2%	x
12	O=C(NC(=S)NCCc1ccccc1)c1ccccc1	2%	7.4%	-0.7%	-1.0%	-4	15	-5%	i	0.3%	-7.8%
13	O=C(N/N=C/c1ccncc1)C12CC3CC(CC(C3)C1)C2	8%	0.1%	-0.7%	1.9%	0	-12	2%	i	2.0%	2.1%
14	Cc1nccn1CC(O)Cn1c2ccccc2c2ccccc21 (stereo unspecified)	11%	-0.1%	-0.2%	-2.4%	-13	1	-6%	i	-1.0%	-5.8%
15	O=C(NCCCN1CCOCC1)c1ccc2c(=O)n(Cc3ccccc3)c(=S)[nH]c2c1	5%	0.0%	-0.3%	x	x	x	-10%	x	0.5%	x
16	O=C(O)c1cccc(COc2ccccc2Cl)c1	5%	0.2%	0.1%	x	2	4	-5%	i	1.9%	-5.1%
17	Cn1ncc2c(Nc3ccc(Cl)cc3)ncnc21	12%	0.5%	0.0%	x	x	x	-2%	x	5.1%	x
18	COc1ccccc1NS(=O)(=O)c1cccc(-n2c(O)c(C=Nc3ccccc3C(=O)O)c3ccccc3c2=O)c1	u	0.1%	u	x	x	x	53%	i	5.0%	x
19	COc1ccc(Cl)cc1NC(=O)C1COc2ccccc2O1 (stereo unspecified)	12%	0.0%	-0.5%	1.4%	52	21	-15%	i	1.4%	2.6%
20	CC1(C)Nc2ccccc2C(=O)N1NC(=O)c1ccccc1	14%	-1.0%	-0.5%	-0.2%	3	3	-4%	i	0.3%	-4.0%
21	COc1ccccc1C(C)NC(=O)Cc1ccc(S(=O)(=O)N2CCOCC2)s1 (stereo unspecified)	4%	1.2%[50 µM]	x	x	x	x	-10%	x	-1.3%	x
22	CC(C)(C)OC(=O)NCCCCCNC(=O)c1[nH]cnc1C(=O)N[C@@H](Cc1ccccc1)C(=O)OCc1ccccc1	13%	-0.4%	0.0%	-4.8%	-13	-6	-7%	i	78%	-0.9%
23	Fc1ccc(-c2csc(Nc3ccccn3)n2)c(F)c1	11%	7.0%	1.1%	x	x	x	7%	x	12%	x
24	CCCCNC(=O)CCCN1C(=O)c2cccnc2Sc2ccccc21	1%	-0.1%	-1.0%	x	x	x	-3%	x	1.5%	x
25	O=C(NC1CC(=O)N(c2cccc(F)c2)C1)N1CCN(C(=O)c2ccco2)CC1 (stereo unspecified)	21%	0.5%[50 µM]	x	x	x	x	6%	x	-1.9%	x
26	O=C(CSc1ncnc2c1oc1ccccc12)NCC1CCCO1 (stereo unspecified)	x	4.3%	-0.8%	x	x	x	-3%	i	2.3%	x
27	COc1ccc(N2C(=O)c3ccccc3NC2c2ccc(OC)c(Cn3nnc4ccccc43)c2)cc1 (stereo unspecified)	0%	1.1%[50 µM]	-0.1%	-1.2%	-8	-10	-3%	i	4.2%	-16%
28	N#Cc1c(C(F)(F)F)cc(-c2ccccc2)[nH]c1=O	2%	-0.1%	0.5%	-0.9%	4	-8	-2%	i	14%	2.5%
29	c1cncc(Nc2c3ccccc3nc3ccccc23)c1	9%	0.0%	-1.1%	x	x	x	-13%	x	1.6%	x
30	CC(=O)Nc1nnc(SCC(=O)NCc2ccc3c(c2)OCO3)s1	24%	2.3%[50 µM]	-0.1%	x	x	x	1%	x	2.3%	x
31	COc1ccccc1NS(=O)(=O)c1cccc(C(=O)N(C)Cc2cccs2)c1	25%	-0.2%	-1.8%	x	x	x	-5%	x	4.3%	x
32	COc1ccc(OCc2cc(C(=O)N3CCCCCCC3)no2)c(Cl)c1	5%	0.1%	-1.0%	x	x	x	2%	x	u	x
33	CCOC(=O)N1CCN(C2CC(=O)N(c3ccc(C)cc3)C2=O)CC1 (stereo unspecified)	1%	0.9%	0.2%	-0.9%	-4	0	x	i	0.3%	-0.9%
34	C=CCN1CCN(C(c2ccc(OC)c(OC)c2)c2nnnn2C(C)(C)C)CC1 (stereo unspecified)	-4%	-0.1%	1.3%	-2.1%	-10	2	-11%	i	x	-2.9%
35	C=CCC(C(=O)OC)(C(=O)OC)c1ccccc1[N+](=O)[O-]	5%	2.3%	0.3%	0.8%	5	14	-4%	i	0.1%	-17%
36	Cc1ccc2nc(-c3ccccn3)cc(C(=O)Nc3ccc(S(=O)(=O)N4CCOCC4)cc3)c2c1	2%	0.5%	0.5%	-3.7%	35	9	2%	i	3.5%	-4.0%
37	Cc1ccccc1C(=O)Nc1ccc(S(=O)(=O)N2CCOCC2)cc1	24%	-0.3%	-0.9%	x	x	x	-3%	x	2.7%	x
38	COC(=O)CCN(C)CCC(=O)OC	-3%	0.5%	-0.1%	-1.6%	-21	-8	-9%	i	1.7%	-8.6%
39	Cc1ccccc1NC(=O)COc1coc(CN2CCN(Cc3ccccc3)CC2)cc1=O	3%	0.9%[50 µM]	x	x	x	x	-7%	x	7.2%	x
40	CC1CCN(C(=O)CSc2nc(=O)n3cc(Cl)ccc3n2)CC1	11%	1.5%[50 µM]	x	x	x	x	-8%	x	17%	x
41	O=C(NCc1ccccn1)c1ccc(N2CCCC2=O)cc1	23%	7.4%	0.1%	-1.1%	22	13	-2%	i	2.0%	-1.1%
42	Cc1cc(NC(=O)c2c(Cl)cccc2Cl)no1	2%	2.6%	0.0%	-1.3%	-5	-10	-5%	i	-0.2%	-4.8%
43	C/C(=N/NC(=O)CNC(=O)c1cccnc1)c1ccc([N+](=O)[O-])cc1	10%	1.1%	1.0%	1.7%	13	2	2%	i	1.8%	-2.4%
44	COc1ccc(CNC(=O)C/C(C)=N/NC(=O)c2ccc([N+](=O)[O-])cc2Cl)cc1	2%	-1.7%	0.5%	-2.0%	22	-4	2%	i	1.4%	-2.6%
45	COc1ccccc1OCC(=O)NCCSCc1ccccc1Cl	-11%	-3.3%	-0.8%	-1.8%	10	-5	-1%	i	8.0%	-5.3%
46	CN(c1ccccc1C(=O)Nc1ccccc1C(=O)NCc1ccco1)S(C)(=O)=O	11%	-0.1%	-0.1%	-0.3%	24	4	-5%	i	2.8%	-10%
47	Cc1cc(C)n(C(=O)c2sc3cc(F)ccc3c2Cl)n1	7%	x	1.0%	12%	2	-14	x	i	1.4%	-4.1%
48	CC1CCCC(NC(=O)C2CCC(CNc3c(N4CCCC4)c(=O)c3=O)CC2)C1C (stereo unspecified)	30%	0.1%	0.2%	x	x	x	7%	i	3.7%	x
49	Cc1ccc(CN2CCc3[nH]c(=O)[nH]c(=O)c3C2)cc1	-1%	0.0%	0.4%	0.9%	10	4	-5%	i	0.1%	-2.9%
50	Nn1c(SCc2cc([N+](=O)[O-])cc3c2OCOC3)nnc1-c1ccccn1	7%	0.2%[50 µM]	0.0%	x	x	x	-5%	i	-1.7%	x
51	CC(=O)c1cccc(NC(=S)NC(=O)c2cccc(C)c2)c1	11%	4.5%	-0.1%	0.4%	-1	8	1%	i	2.0%	-18%
52	Cc1cc2c3c(c1C)C1(C(=O)N3C(C)(C)CC2C)C(C#N)=C(N)Oc2n[nH]c(C)c21 (stereo unspecified)	14%	4.0%	-0.5%	-1.0%	10	0	2%	i	0.4%	-3.1%
53	CCc1ccc(NC(=O)CSc2nc(=O)n3cc(C)ccc3n2)cc1	15%	0.9%[50 µM]	x	x	x	x	-1%	x	5.4%	x
54	Cc1noc(-c2ccc(Cl)cc2)c1C(=O)O/N=C(\N)c1ccc(C(C)(C)C)cc1	8%	-1.6%	-0.6%	x	x	x	-3%	i	-2.1%	x
55	CCNc1nc(-c2ccc(OC(F)F)cc2)c(C)s1	-3%	0.4%	-2.2%	-3.6%	35	21	-6%	i	2.3%	-7.9%
56	CN(C)/C=C1\C(=O)N(c2ccc(Cl)c(Cl)c2)CS1(=O)=O	5%	1.2%	0.6%	x	4	-17	-6%	i	1.9%	0.5%
57	C[C@@H]1C=C(C(=O)N2CCOCC2)O[C@H](OCc2ccc(CO)cc2)C1	11%	-1.0%	0.6%	-2.0%	-37	-15	-2%	i	0.4%	-2.1%
58	O=C(/C=C\c1cn(-c2ccccc2)nc1-c1cccs1)N1CCOCC1	11%	-1.3%[50 µM]	0.7%	1.6%	-14	7	-10%	i	1.8%	-3.6%
59	O=C(CSc1nncs1)Nc1ccc(Cl)cn1	-6%	3.7%	-0.3%	-3.8%	-14	-6	2%	i	1.3%	-0.8%

Compound activity deposited in PubChem BioAssay by several laboratories.
